mcGAS MS inh – inhibitors of mouse cGAS. Q8C6L5. recombinant mouse cGAS, cGAMP by RapidFire MS. inhibition, % at 12.5 µM. 130,000 tested, 0.18% active. AID 1259397;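 active = inhibition of cGAS enzyme activity at or above 60%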;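 note: enzyme stimulated by 45 bp dsDNA with ATP and GTP substrates; cGAMP share of summed cGAMP plus half ATP and half GTP signals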
Target sequence (Q8C6L5 whole entry, looked up): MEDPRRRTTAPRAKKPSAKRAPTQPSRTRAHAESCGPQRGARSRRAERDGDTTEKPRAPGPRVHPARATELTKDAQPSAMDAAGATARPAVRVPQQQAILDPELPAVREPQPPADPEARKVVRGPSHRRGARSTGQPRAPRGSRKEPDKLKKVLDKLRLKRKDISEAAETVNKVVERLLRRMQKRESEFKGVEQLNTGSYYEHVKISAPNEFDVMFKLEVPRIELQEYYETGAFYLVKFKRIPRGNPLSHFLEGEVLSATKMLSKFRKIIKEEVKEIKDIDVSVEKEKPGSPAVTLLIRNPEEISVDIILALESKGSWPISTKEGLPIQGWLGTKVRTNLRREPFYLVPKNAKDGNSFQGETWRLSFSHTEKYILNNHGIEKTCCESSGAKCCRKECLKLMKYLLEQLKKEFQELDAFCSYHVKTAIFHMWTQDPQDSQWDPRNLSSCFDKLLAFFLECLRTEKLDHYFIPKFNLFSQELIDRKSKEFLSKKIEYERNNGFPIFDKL
Active calls of the source: *; & = joins results of further samples.

Start of the listing, in advance:
No.	SMILES	mcGAS MS inh
1	COc1c2c(cc3c1OCO3)CCN(C)C2	10
2	COc1cccc([C@@H]2CCN(C/C=C/c3ccco3)C[C@H]2O)c1	3
3	COc1cccc(CC(C)NCc2nn(C)c3ccc(C)cc23)c1 (stereo unspecified)	-35
4	Cc1nc(SCC(=O)N2C[C@H]3C[C@@H](C2)c2cccc(=O)n2C3)n[nH]1	-15
5	COC(=O)c1cc(C(O)(C(=O)OC)C(F)(F)F)c(N=CN(C)C)s1 (stereo unspecified)	-8

The listing, from the first entry:
No.	SMILES	mcGAS MS inh
1	COc1c2c(cc3c1OCO3)CCN(C)C2	10
2	COc1cccc([C@@H]2CCN(C/C=C/c3ccco3)C[C@H]2O)c1	3
3	COc1cccc(CC(C)NCc2nn(C)c3ccc(C)cc23)c1 (stereo unspecified)	-35
4	Cc1nc(SCC(=O)N2C[C@H]3C[C@@H](C2)c2cccc(=O)n2C3)n[nH]1	-15
5	COC(=O)c1cc(C(O)(C(=O)OC)C(F)(F)F)c(N=CN(C)C)s1 (stereo unspecified)	-8
6	N#Cc1ccc(Cl)cc1NC(=O)c1cccn(Cc2ccc(F)cc2)c1=O	-7
7	Fc1ccc(COc2cccc(N3CCNCC3)c2)cc1	-14
8	O=C(Nc1ccncc1)c1cccn(Cc2ccc(Cl)cc2)c1=O	-5
9	COc1cccc([C@@H]2CN(c3ccncc3)[C@@H]3C4CCN(CC4)[C@@H]32)c1	-13
10	Clc1ccc(Cn2ccnc2)cc1Cl	4
11	CCC(C)N1C(=O)/C(=C/c2ccc3c(c2)CCN3CCCCl)C(=O)NC1=S (stereo unspecified)	23
12	Cc1ccc(N2C(=O)c3cc(N(C)C)ccc3P2(=O)N2CCOCC2)cc1 (stereo unspecified)	19

Looked up above:
Value for cpd 2 under mcGAS MS inh: 3
Value for cpd 5 under mcGAS MS inh: -8

Remaining list, next part.
No.	SMILES	mcGAS MS inh
13	NCC(=O)c1ccccc1	-6
14	N#CC(CCN1CCOCC1)(c1ccccc1)c1ccccc1	-4
15	CCCOc1ccc2[nH]cc(C3=CCNCC3)c2n1	-15
16	Cc1nc(C2CCNCC2)cc(=O)[nH]1	-2
17	CC1=C(O)C(=O)C=C2C1=CC=C1[C@@]2(C)CC[C@@]2(C)[C@@H]3C[C@](C)(C(=O)O)CC[C@]3(C)CC[C@]12C	-7
18	CC(NCc1ccco1)c1nc2ccccc2c(=O)n1-c1ccc(F)cc1 (stereo unspecified)	-7
19	CCOC(C)c1nc(CC(=O)N2CC(C)C(N(C)C)C2)cs1 (stereo unspecified)	-11
20	CC(=O)c1ccc(NC(=O)c2cccn(Cc3ccccc3Cl)c2=O)cc1	-4
21	O=C1C=C2C=C[C@@H]3C[C@@]2(O1)[C@H]1CCCCN31	-32
22	C[N+]12CCC(CC1)C(Cc1ccccc1)C2 (stereo unspecified)	-6
23	Nc1cc2nc3ccccc3nc2cc1N	-2
24	O=C(Cc1ccccc1)N1CCCC(N2CCc3ccccc3C2)C1 (stereo unspecified)	-12
25	CN1CCC(NCCC2CCCO2)CC1 (stereo unspecified)	-6
26	Cc1ccccc1Cn1cccc(C(=O)Nc2ccncc2)c1=O	-3
27	FC(F)(F)c1cccc(C2CNCCO2)c1 (stereo unspecified)	8
28	c1ccc(Cn2ccnc2)cc1	-4
29	CCc1cc2c(=O)[nH]c(N3CCN(C)CC3)nc2s1	-11
30	COc1ccc(C)cc1CC(N)C(C)C (stereo unspecified)	-8
31	Fc1ccc(Cl)cc1C1NCCc2[nH]cnc21 (stereo unspecified)	3
32	Clc1ccc(-c2ccc(CNC3CN4CCC3CC4)o2)c(Cl)c1 (stereo unspecified)	-5
33	COc1cc2c(cc1O)C[C@H]1c3c(cc(O)c(OC)c3-2)CCN1C	9
34	COc1ccccc1C(=O)C1CCCN(Cc2nc(C(C)C)cs2)C1 (stereo unspecified)	-10
35	N#CCC(=O)c1cccs1	30
36	Cc1ccc(C(C)(O)CNC(C)(C)C)cc1 (stereo unspecified)	-3

Next section, starting with the last 2 of the part before.
No.	SMILES	mcGAS MS inh
35	N#CCC(=O)c1cccs1	30
36	Cc1ccc(C(C)(O)CNC(C)(C)C)cc1 (stereo unspecified)	-3
37	Cc1nn(-c2ccccc2)c2c1CC(C#N)(C(=O)C(C)(C)C)C1CCCCN21 (stereo unspecified)	-9
38	CCc1cc(C(=O)N2CCN3CCN(C)C(=O)C3C2)on1 (stereo unspecified)	-4
39	CN1CCC2(CC1)CCN(C1CSCCSC1)C2	-29
40	O=C(c1cnn2cccnc12)N1C[C@@H](c2ccccc2)[C@@H]2[C@H]1C1CCN2CC1	0
41	O=C(Cc1ccccc1)OCCNC(=O)c1cccnc1	-28
42	O=C(O)CCCO	-4
43	Cc1ccc2c(c1)C1CN(C)CCC1N2C(=O)NCC1CCCC1 (stereo unspecified)	2
44	Cn1c2c(c3ccccc31)CCNCC2	-16
45	CCN(C(C)=O)c1cccc(-c2ccnc3c(C#N)cnn23)c1	-8&-4
46	CCCCC/C=C\C/C=C\C/C=C\C/C=C\CCCC(=O)Nc1ccc(O)cc1	-3
47	CCN1CCN(Cc2cnc(OC)nc2)CC1(C)C	-1
48	COc1cccc(CCNCc2ccccc2[N+](=O)[O-])c1	-5
49	Cc1c(C)c(C)c2c(CC(C)N)c[nH]c2c1C (stereo unspecified)	0
50	CSc1[nH]c2ccccc2c1CN1CCCCC1	-2
51	N#Cc1cnn(-c2ccc(Cl)cc2)c1N	-8
52	COc1ccc(CCNCc2ccc(C)s2)cc1	-5
53	CCc1nc2ccccc2c(=O)n1-c1c(Cl)cccc1Cl	5
54	Fc1cccc(Cl)c1CC1CCCN1 (stereo unspecified)	-16
55	CC[C@@]1(O)C[C@H](O[C@H]2C[C@H](N(C)C)[C@H](O)[C@H](C)O2)c2c(cc3c(c2O)C(=O)c2c(O)cccc2C3=O)[C@H]1C(=O)OC	98*
56	CNC(C)[C@H](O)c1ccccc1 (stereo partly specified)	-6&-4
57	COc1ccc(CCN)c(OCc2ccccc2)c1OC	-8
58	CN(C)C(=O)Oc1ccc(OCc2cccc[n+]2C)cc1	-16
59	CN1CCC2(CC1)CCN(Cc1cc3ccc(F)cc3[nH]c1=O)C2	-3
60	CC(C)(C)c1ccc(O)cc1	-5
61	CC(C)CCc1noc(CN2CCCC(C(=O)c3ccccn3)C2)n1 (stereo unspecified)	-2
62	C=Cn1ccnc1P(=S)(c1nccn1C=C)C1CCCCC1	-2
63	CN1C(=O)C(=Cc2cccs2)C(=O)N(C)C1=O	-4
64	COc1nc(C)cc(C)c1CNc1nc(-c2cccnc2)nc2c1cnn2C	-15
65	N#Cc1ccc(NC(=O)NCc2cccs2)cc1Cl	6
66	N#CCCN1CCC(c2c[nH]c3ccccc23)CC1	3
67	Cc1cccn2c(=O)c3cc(C(=O)N4CCC5(CC4)OCCO5)n(C)c3nc12	-3
68	COc1ccc(OC)c2sc(N(CCN3CCOCC3)C(=O)Cc3ccc(F)cc3)nc12	-3
69	Cc1cnccc1NS(=O)(=O)c1ccc(C#N)c(Cl)c1	2
70	O=C(O)c1cnc(N2CCC3(CCCNC3)C2)c(Cl)c1 (stereo unspecified)	-13
71	CN1[C@@H]2CC(=O)C[C@H]1[C@H](O)C2	-2
72	O=C(c1nc(=O)[nH]c2ccccc12)N1CCCC2(CCNC2)C1 (stereo unspecified)	-10
73	O=C(NCCCN1CCCC1=O)C(C1CCCC1)N1CCN(C(=O)Cc2ccccc2)CC1 (stereo unspecified)	-3
74	COCCNC(C)c1nc2ccccc2c(=O)n1-c1ccc(Cl)cc1C (stereo unspecified)	-5
75	O=C(Cc1ccccc1)N1CCN(C(C(=O)N2CCc3ccccc3C2)C2CCCC2)CC1 (stereo unspecified)	-6
76	COc1cc2c(cc1OC)C(C)NCC2 (stereo unspecified)	-4&-2
77	O=C(O)C1C2C(=O)OCC12Br (stereo unspecified)	7
78	CCc1cccc(CC)c1NC(=O)CN1CC=C(c2cccc(OC)c2)CC1	-1
79	C1=C(c2ccccc2)CCN(Cc2nc(-c3cccnc3)no2)C1	-3
80	O=C(NCc1ccncc1)C(C1CCCC1)N1CCN(C(=O)COc2ccc(Cl)cc2)CC1 (stereo unspecified)	-1
81	Cc1ccc2c(CC(=O)N3CCCN(CC(=O)NC(C)(C)C)CC3)coc2c1C	-2
82	O=c1ccc2c(O)c3ccoc3cc2o1	25
83	CN(Cc1ccc(Cl)nc1)C(=O)Nc1ccccc1	6
84	CC1(C)COC(Nc2ccc(Cl)c(Cl)c2)=N1	0

4 structures already listed, ordered by count of non-hydrogen atoms, rising:
No.	SMILES	mcGAS MS inh
77	O=C(O)C1C2C(=O)OCC12Br (stereo unspecified)	7
82	O=c1ccc2c(O)c3ccoc3cc2o1	25
79	C1=C(c2ccccc2)CCN(Cc2nc(-c3cccnc3)no2)C1	-3
74	COCCNC(C)c1nc2ccccc2c(=O)n1-c1ccc(Cl)cc1C (stereo unspecified)	-5

Next results:
No.	SMILES	mcGAS MS inh
85	Cc1cc(SCc2sc(-c3ccc(C(F)(F)F)c(F)c3)nc2C)ccc1OCC(=O)O	7
86	CC(C)N1CCC2(CC1)NCCc1[nH]cnc12	-29
87	CCN1C[C@@]2(COC)C3[C@@H](OC)[C@H]4[C@@H]1[C@@]3(C1C[C@@]3(O)[C@H](OC(=O)c5ccccc5)C1[C@]4(OC(C)=O)[C@@H](O)[C@H]3OC)[C@@H](OC)C[C@H]2O (stereo partly specified)	1
88	O=C(O)CCC(CP(=O)(O)O)C(=O)O (stereo unspecified)	-13
89	CC(O)=C(C#N)P(=S)(c1ccccc1)c1ccccc1	-1
90	Cc1ccccc1CN1C(=O)C(C)ON=C1c1cccnc1 (stereo unspecified)	-8
91	CCOP(=O)(OCC)c1ccc2nc(C)sc2c1	19
92	Cc1ccc(C(=O)N2C[C@H](c3ccccc3)[C@@H]3[C@H]2C2CCN3CC2)c(=O)n1C	-8
93	COc1ccc(C(=O)Nc2ccc(Cl)cc2C(=O)c2ccccc2)cc1[N+](=O)[O-]	-6
94	CC(=O)c1cccc(NC(=O)c2cccn(Cc3ccccc3F)c2=O)c1	-5
95	C[N+]1(C)CCN(c2ccccc2)CC1	-14
96	CN1C[C@H](C(=O)N[C@]2(C)O[C@@]3(O)C4CCCN4C(=O)[C@H](Cc4ccccc4)N3C2=O)C=C2c3cccc4[nH]cc(c34)C[C@H]21 (stereo partly specified)	-5
97	O=C(Nc1ccncc1)c1cccn(Cc2ccccc2Cl)c1=O	-8
98	N#Cc1cc(N2CC3CC(C2)c2cccc(=O)n2C3)c([N+](=O)[O-])cc1C#N (stereo unspecified)	-27
99	C[C@]12CC[C@H]3[C@@H](CCC4=CC(=O)CC[C@@]43C)[C@@H]1CC[C@@H]2O	-14
100	Cc1cc(C)c2[nH]c(=O)c(CN3CCC4(CCCNC4)C3)cc2c1 (stereo unspecified)	-14
101	Cc1nc2c(c(N3C[C@@H]4C[C@@H](C3)c3cccc(=O)n3C4)n1)CNC2	-8
102	COCc1c(C(=O)N2CCN(C)C3(CCN(C)CC3)C2)noc1C	-10
103	N=c1sccn1Cc1ccccc1Cl	-1
104	Fc1ccc(C2=CCN(Cc3nc(-c4ccc(Cl)cc4)no3)CC2)cc1	-5
105	CN1CC[C@@H]2CN3CCc4cccc(c43)[C@@H]2C1	0
106	CC(C)(C)c1[nH]ncc1C=C(C#N)C#N	4
107	CCCNC(C)c1nc2ccccc2c(=O)n1-c1cccc(Cl)c1 (stereo unspecified)	-4
108	CCCCCCCCCOc1ccc2[nH]cc(CCN)c2c1	-10
109	O=C(NC(O)C(Cl)(Cl)Cl)NC(O)C(Cl)(Cl)Cl (stereo unspecified)	7
110	CC1CCCC(O)CCCCCc2cc(O)cc(O)c2C(=O)O1 (stereo unspecified)	-4
111	CCCCCNC(C)c1nc2ccccc2c(=O)n1-c1ccccc1Cl (stereo unspecified)	-3
112	COc1cc(OC)nc(N2CCN3CCN(C)CC3C2)n1 (stereo unspecified)	-8
113	CCC[C@@H]1CC2=CC(=O)CC[C@]2(C)[C@H]2CC[C@@]3(C)[C@@H](CC[C@@]3(O)CCC(=O)O)[C@H]12	-17
114	CCN=C1NC(c2ccccc2)=NP(=NCC)(NCC)N1 (stereo unspecified)	-8
115	O=c1cccc2n1C[C@@H]1C[C@H]2CN(Cc2cc3n(n2)CCNC3)C1	-11
116	CC(C)C(C(=O)Nc1ccc(Cl)nn1)N1CCCC1=O (stereo unspecified)	-19
117	Cc1cc(C)cc(NC(=O)c2cc3cccnc3n(Cc3ccccc3F)c2=O)c1	-6
118	CC1(C)N=C(c2cccnc2)N(O)C1(O)c1ccccc1 (stereo unspecified)	-4
119	CCc1ccc(N2C(=O)CC(=O)NC2=S)cc1	-10
120	CN(C)c1ccc(P(=O)(N(C)C)N(C)C)cc1	-35
121	N#CC(C#N)=Cc1ccc2c(c1)OCCO2	-7
122	N#Cc1ccccc1NC(=O)c1cccn(Cc2c(F)cccc2Cl)c1=O	-5
123	COc1c(CC=C(C)C)c2c(c3oc(=O)c(-c4ccc(O)cc4)c(O)c13)C=CC(C)(C)O2	-8
124	N#Cc1cnn2c(C(F)(F)F)cc(-c3cccs3)nc12	-19
125	CC(Cc1ccccn1)N(C)Cc1cc2c(cc1Cl)OCO2 (stereo unspecified)	-43
126	Cc1n[nH]c(C)c1CCCNC(C)Cc1ccccc1F (stereo unspecified)	-21
127	Cc1c(Cl)sc2c1C(=O)C1CCCCN1C2 (stereo unspecified)	3
128	CCCCC(=O)NC1=C(C(=O)OCC)C2(CCCCC2)Cc2ccccc21	-4
129	O=c1cccc2n1CC1CC2CN(c2nc(NCC3CCCO3)nc(N3CCCC3)n2)C1 (stereo unspecified)	-25
130	c1ccc2c(c1)Sc1ccccc1N2CC1CN2CCC1CC2 (stereo unspecified)	-2
131	CCN(CC)P(=S)(c1nc2ccccc2n1CC)N(CC)CC	-11
132	O=C([C@H]1CCCO1)N1CCCN2CCC[C@H]2C1	-8
133	CN1CC[C@]2(c3cccc(O)c3)Cc3nc4ccccc4cc3C[C@H]2C1	1
134	O1[As]2O[As]3O[As]1O[As](O2)O3	-2
135	CC(C)C(NC(=O)c1ccccc1F)C(=O)N1CCC2(CC1)OCCO2 (stereo unspecified)	-4

Screening results deposited in PubChem BioAssay by Fisher Drug Discovery Resource Center.

Some of the compounds tested; rates above refer to the full screens.
